Source: PubChem
NTMT1 inhibitor = blocks human N-terminal methyltransferase 1 activity | NTMT1 MTase-Glo SAH luminescence, purified enzyme | 59,000 compounds, 2.5% hits | Potency, µM (top dose mostly 114 µM), without a hit: at the highest dose activity change, negative = inhibition, actives largely listed as inhibitors;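 also: potency is read from the fitted curve at half-maximal effect; plate controls were DMSO vehicle for no effect and no enzyme for full effect; nearly all actives have a fitted effect of over 65% in size; many of its hits are not listed in these tables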
Target sequence (Q9BV86 whole entry, looked up): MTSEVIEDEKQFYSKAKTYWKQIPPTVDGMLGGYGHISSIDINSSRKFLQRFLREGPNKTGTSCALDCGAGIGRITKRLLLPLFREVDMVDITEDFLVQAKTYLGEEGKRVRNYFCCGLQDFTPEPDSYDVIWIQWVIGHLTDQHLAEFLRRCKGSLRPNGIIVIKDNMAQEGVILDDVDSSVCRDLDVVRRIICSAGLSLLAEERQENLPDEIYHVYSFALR
GALK inhibitor = inhibits human galactokinase | Potency, µM (highest dose often 57.5 µM), for the others: at the top dose activity, negative = inhibition, usual class: inhibitors | AID 1347072 | P51570 | 44,000 tested, under 10 active | recombinant GALK, Kinase-Glo ATP luminescence, 1 h;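 also: plate controls were full GALK reaction for no effect and reaction lacking GALK for full effect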
Target sequence (P51570 whole entry, looked up): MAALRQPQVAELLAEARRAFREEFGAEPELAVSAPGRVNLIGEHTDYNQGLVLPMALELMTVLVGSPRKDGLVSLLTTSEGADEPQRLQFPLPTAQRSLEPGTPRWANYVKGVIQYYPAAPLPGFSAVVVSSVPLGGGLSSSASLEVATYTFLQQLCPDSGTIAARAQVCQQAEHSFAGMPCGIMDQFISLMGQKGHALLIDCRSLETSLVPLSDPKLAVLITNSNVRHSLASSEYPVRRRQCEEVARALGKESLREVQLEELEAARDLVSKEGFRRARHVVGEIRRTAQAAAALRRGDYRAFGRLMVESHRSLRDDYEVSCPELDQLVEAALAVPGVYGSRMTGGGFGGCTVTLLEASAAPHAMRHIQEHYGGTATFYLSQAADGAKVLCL
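Luminescent ATP-depletion readout (Kinase-Glo Plus) after 1 h room-temperature incubation of human GALK (5 nM) with galactose 100 µM and ATP 35 µM, pH 8.0 HEPES/Mg2+ buffer; compounds tested in qHTS format.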
B2AR arrestin ag = agonists recruiting beta-arrestin to human beta2-adrenergic receptor. P07550. AID 1347077. HTLA Tango cells, beta-arrestin recruitment, luciferase luminescence, 18 h. 44,000 tested, under 10 active. Potency, µM (highest dose often 46.1 µM), for inactives: at the top dose activation, actives largely listed as activators;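 also: potency is read from the fitted curve at half-maximal effect; 0% = DMSO and full agonism = EC100 isoproterenol or metaproterenol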
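Tango cell line, 1% FBS DMEM; cpd titration up to 46 microM; 18 hr, 37 degrees C, 5% CO2. Luciferin/ATP substrate mix added, 15 min RT, luminescence. %Activity, CRC fitting, curve-class categorization.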
p53null 39C tox = p53 null cell cytotoxicity, nonpermissive temperature; H1299 p53-null (neo) cells, 39C, ATPlite viability, 24 h; 55,000 compounds, 0.97% hits; Potency, µM (titrated, usually from 46.1 µM), for inactives: at the highest dose activity, negative = cell killing, usual class: cytotoxic; AID 904;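 also: potency is read from the fitted curve at half-maximal effect; 0% = DMSO only and -100% = full killing by 100 µM tamoxifen; nearly all actives have a fitted effect of over 50% in size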
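Concentration-response (up to 46 uM) was run for 24 h at the nonpermissive 39C on H1299-p53A138V or H1299-neo cells. ATP content was measured with ATPlite luminescence. AC50 values were Hill-modeled after normalizing between DMSO and 100 uM tamoxifen killing.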
FH mod = Identification of activators of human fumarate hydratase by quantitative high-throughput screening; Potency, µM (doses to about 79.9 µM), for the others: at the highest dose activity change, negative = inhibition, most hits filed as inhibitors; Fumarate hydratase, mitochondrial (Homo sapiens), P07954; 54,000 compounds, 0.22% hits; FH coupled MDH/diaphorase resazurin fluorescence, 15 min; also: potency is read from the fitted curve at half-maximal effect; % is scaled to controls: 0 for no effect and ±100 for the full control effect; the screen sought activators but most active calls are inhibition curves; nearly all actives have a fitted effect of over 45% in size
PTAP-TSG101 blk = blocks PTAP binding to human TSG101, validation | Potency, µM (highest dose often 115 µM), for the others: top-dose activity change, negative = inhibition, hits mostly inhibitors | Q99816 | Fluorescence polarization, FITC-PTAP peptide/Tsg101, 20 min | 44,000 tested, under 10 active; also: potency is read from the fitted curve at half-maximal effect; 0% is about no effect
Target sequence (Q99816 whole entry, looked up): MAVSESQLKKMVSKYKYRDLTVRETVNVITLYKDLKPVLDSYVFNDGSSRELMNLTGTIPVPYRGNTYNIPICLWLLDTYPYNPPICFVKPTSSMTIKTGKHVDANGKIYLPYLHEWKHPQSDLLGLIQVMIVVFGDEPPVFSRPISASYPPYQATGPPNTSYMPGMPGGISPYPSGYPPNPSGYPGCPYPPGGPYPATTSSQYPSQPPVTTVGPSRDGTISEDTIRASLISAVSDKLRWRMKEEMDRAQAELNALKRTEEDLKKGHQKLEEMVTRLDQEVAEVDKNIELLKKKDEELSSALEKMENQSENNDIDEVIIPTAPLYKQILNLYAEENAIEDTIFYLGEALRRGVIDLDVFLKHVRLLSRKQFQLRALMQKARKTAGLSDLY
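Steps: Tsg101 binding domain (10 uM final) in HEPES pH 7.5/NaCl/Tween 20/EDTA/TCEP; add compound; add FITC-PTAP peptide (50 nM final); incubate 20 min r.t.; read polarization.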
p53null 32C kill = kills p53 null cells at the permissive temperature | AID 903 | 55,000 compounds, 0.62% hits | H1299-neo p53 null cells, ATP luminescence, 24 h, 32C | Potency, µM (series often up to 46.1 µM), without a hit: top-dose activity change, negative = cytotoxicity, most hits filed as cytotoxic;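 also: potency is read from the fitted curve at half-maximal effect; 0% = DMSO only and -100% = full killing by 100 µM tamoxifen; nearly all actives have a fitted effect of over 55% in size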
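H1299-neo (p53 null) cells, 600/well, treated 24 h at 32C with compound up to 46 uM; ATPlite luminescence viability, normalized to DMSO and 100 uM tamoxifen; AC50 by Hill fit.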
An asterisk follows results filed as active; ? = inconclusive; / = no result given; [ ] = another dose, or the depositor's remark. Calls follow the shape of the dose curve; as a rule, active = well fitted curve in the direction sought with a large enough effect; inconclusive = small, poorly fitted or top-dose-only effect, or another doubt; inactive = no such curve, though single readings can be large; an effect the other way counts as inactive or inconclusive.

SMILES	NTMT1 inhibitor	GALK inhibitor	B2AR arrestin ag	p53null 39C tox	FH mod	PTAP-TSG101 blk	p53null 32C kill
COc1ccc(CCNC(=O)c2c(O)nc3ccccn3c2=O)cc1	8%	-10%	1%	-15%	-8%	-2%	-5%
COCCc1nn2c(=O)cc(COC(=O)c3ccc(C(C)(C)C)cc3)nc2s1	-5%	-3%	1%	6%	-32%	-12%	-11%
COc1cccc(NC(=O)Cn2c(=O)n(Cc3ccccc3)c(=O)c3c4c(sc32)CN(C(C)=O)CC4)c1	-1%	4%	0%	-18%	-25%	2%	-1%
COc1cc(OC)c(N(C)C(=O)Cn2ncc3c(=O)oc4ccccc4c32)cc1Cl	-17%	5%	1%	24%	2%	-8%	0%
CCOc1ccc(C(=O)NCc2nnnn2-c2ccc(C)c(C)c2)cc1OCC	-2%	4%	-1%	-18%	-1%	-3%	-1%
Cc1cccc(NC(=O)Cn2nnc(C(=O)NCc3ccco3)c2N)c1	9%	0%	0%	7%	0%	-14%	16%
CCCN(CCC)C(=O)C1CCN(c2ncnc3c2nc2n3CCCCC2)CC1	0%	1%	0%	-18%	-4%	1%	-6%
CCc1ccc(NC(=O)Cn2c(=O)n(-c3ccc(OC)cc3)c(=O)c3ccc(C(=O)NCc4ccc(C)cc4)cc32)cc1	7%	9%	0%	?	8%	0%	?
COc1ccc(-n2c(=O)[nH]c3cc(C(=O)NCCc4ccccc4)ccc3c2=O)cc1OC	?	0%	1%	-11%	-20%	0%	4%
CCCc1cc(=O)[nH]c2nnc(SCCC(C)C)n12	-5%	-10%	0%	4%	-16%	1%	-3%

In another format: 3 of the compounds above
Compound | NTMT1 inhibitor | GALK inhibitor | B2AR arrestin ag | p53null 39C tox | FH mod | PTAP-TSG101 blk | p53null 32C kill
CCOc1ccc(C(=O)NCc2nnnn2-c2ccc(C)c(C)c2)cc1OCC | -2% | 4% | -1% | -18% | -1% | -3% | -1%
Cc1cccc(NC(=O)Cn2nnc(C(=O)NCc3ccco3)c2N)c1 | 9% | 0% | 0% | 7% | 0% | -14% | 16%
CCCN(CCC)C(=O)C1CCN(c2ncnc3c2nc2n3CCCCC2)CC1 | 0% | 1% | 0% | -18% | -4% | 1% | -6%

More records:
SMILES	NTMT1 inhibitor	GALK inhibitor	B2AR arrestin ag	p53null 39C tox	FH mod	PTAP-TSG101 blk	p53null 32C kill
Cc1coc2cc3oc(=O)c(CC(=O)NCc4cccc(Cl)c4)c(C)c3cc12	-2%	-2%	-1%	-22%	7%	-1%	2%
COc1cc(CN(C(=O)c2ccc(OC(C)C)cc2)C2CCS(=O)(=O)C2)cc(OC)c1OC (configuration not stated)	-5%	1%	-2%	20%	5%	-2%	-2%
COc1ccc(CNC(=O)CCc2nc3cccnc3n2Cc2ccccc2)cc1	2%	1%	0%	6%	-25%	-5%	8%
Cc1ccc(Cl)cc1NC(=O)c1cc(S(=O)(=O)N2CCCCCC2)cn1C	12%	-1%	3%	14%	-15%	-7%	-2%
O=C(Cc1ccc(F)cc1)NCCc1csc(-c2cccc(F)c2)n1	9%	2%	3%	2%	-1%	0%	-9%
CCOc1ccc(CNC(=O)CCn2nc(C)c3c(C)n(-c4ccccc4)nc3c2=O)cc1	-2%	7%	2%	?	-11%	0%	9%
Cc1cccc(NC(=O)CCS(=O)(=O)c2cc(Br)cc3c2N(C(=O)C2CC2)CC3)c1	6%	1%	-2%	-5%	2%	5%	3%
COc1ccc(NC(=O)Cn2c(=O)n(-c3ccc(C)c(C)c3)c(=O)c3c(C)c(C)sc32)cc1	2%	5%	1%	-12%	2%	3%	-12%
Cc1cnc2c(c1SCC(=O)NCc1ccccc1Cl)c(=O)n(C)c(=O)n2C	8%	0%	-3%	17%	-14%	-6%	-2%
O=C(NCc1ccc(F)cc1)c1ccc(CSCc2cccc(Cl)c2)o1	7%	1%	-2%	17%	-19%	-3%	20%
COc1ccc(C)cc1NC(=O)c1ccc2c(Cl)c3c(nc2c1)CCC3	-8%	8%	-2%	?	-2%	-4%	?
COc1cc2c(cc1OC)C(COc1ccc(F)cc1)N(C(=O)Cc1ccc(F)cc1)CC2 (configuration not stated)	2%	-1%	0%	12%	-23%	0%	10%
Cc1ccc(-c2nc3n(n2)C(c2ccccc2Cl)C=C(c2ccc(Cl)cc2)N3)cc1 (configuration not stated)	-5%	1%	0%	-6%	-28%	-2%	6%
O=C(NC1CCCCC1)/C(=C/c1ccc(Cl)cc1)NC(=O)c1ccccc1	?	3%	0%	22%	-10%	3%	6%
COc1ccc(C(CNC(=O)COc2cc(C)cc(C)c2)N2CCOCC2)cc1 (configuration not stated)	7%	-11%	-4%	23%	-3%	-2%	-7%
Cc1ccc(CN(C(=O)COc2ccccc2[N+](=O)[O-])c2ccccn2)cc1	-2%	0%	-4%	-7%	-5%	-4%	-1%
Cc1ccc(N2CC(NC(=O)C3CCCC3)CC2=O)cc1 (configuration not stated)	16%	0%	-3%	9%	5%	-4%	-4%
COc1cc(C(=O)NCCc2csc3nc(-c4ccccc4C)nn23)cc(OC)c1OC	?	0%	2%	-3%	-2%	-6%	11%
CN(c1ccc(Cl)cc1)S(=O)(=O)c1nnc(NC(=O)c2ccco2)s1	-6%	4%	3%	-11%	-22%	0%	7%
Cc1c(C(=O)NCc2ccc(F)cc2)sc2nc3n(c(=O)c12)CCC3	4%	-3%	0%	-20%	4%	3%	2%
Cc1ccc(CCNc2nc3ccccc3c3nc(-c4ccccc4)nn23)cc1	-5%	5%	0%	-6%	-20%	-1%	-1%
COC(=O)c1sccc1S(=O)(=O)N(CC(=O)NCc1ccc(F)cc1)c1ccc(C)c(C)c1	3%	0%	-1%	-5%	-7%	1%	-3%
Cc1ccc(-c2cc(N)n(-c3ccc(C)cc3)n2)cc1	-7%	5%	2%	8%	-24%	-1%	-25%
CCc1ccc(CN(Cc2ccco2)c2cnc(S(C)(=O)=O)nc2C(=O)Nc2ccccc2Cl)cc1	18%	4%	-4%	5%	-30%	5%	6%
CCOC(=O)c1cccc(NS(=O)(=O)c2cc(Br)cc3c2N(C(=O)C2CC2)CC3)c1	-1%	7%	1%	16%	?	-3%	15%
CC(C)COc1ccc(C(=O)N(Cc2ccc(N(C)C)cc2)Cc2ccco2)cc1	2%	4%	-1%	57%[activator]	-19%	-4%	1%
CCOc1cc(-c2ccc(OC(=O)c3ccccc3F)cc2)cc(=O)c2c(C)oc(C)c12	11%	2%	-4%	6%	-12%	-3%	6%
CCCCOC(=O)CSc1nnc(-c2ccc(C)cc2)o1	-5%	-1%	0%	-6%	?	0%	-6%
CC(=O)c1ccc(NC(=O)CSc2nnc(N)s2)cc1	4%	0%	1%	-4%	-6%	-4%	-26%
CC(=O)Nc1ccc(NC(=O)c2ccc3c(c2)CCN3S(=O)(=O)c2ccc(Cl)cc2)cc1	6%	-3%	-1%	-17%	0%	2%	0%
COCCNC(=O)CN1C(=O)COc2ccc(S(=O)(=O)N3CCOCC3)cc21	5%	-2%	1%	-1%	-3%	-9%	-13%
CCOc1ccc(NC(=O)CC2C(=O)N(c3cccc(C)c3)C(=O)N2Cc2cccnc2)cc1 (configuration not stated)	/	-3%	0%	3%	/	0%	-11%
O=C(NCCc1ccc(Cl)cc1)c1ccc2c(c1)N(Cc1cccc(Cl)c1)C(=O)c1ccccc1S2(=O)=O	4%	-1%	0%	35%[activator]	-26%	-1%	18%
COc1cc(/C=C/c2nc(C#N)c(N3CCCCCC3)o2)cc(OC)c1OC	?	3%	-1%	-20%	28µM*	0%	-8%
Cc1ccc(-c2cc(C(=O)Oc3ccc(C#N)cc3)no2)cc1	15%	-1%	-4%	?	-8%	3%	?
Cc1ccc(-c2noc(CCC(=O)N(C)c3ccccc3F)n2)cc1	0%	3%	-2%	-1%	1%	0%	9%
Cc1ccc(CCNC(=O)c2ccc3c(Cl)c4c(nc3c2)CCCC4)cc1	15%	-2%	0%	-27%	?	-2%	-2%
O=c1cc(N2CCN(c3ccc(F)cc3)CC2)[nH]c(=O)n1-c1ccc(Br)cc1	-2%	3%	0%	-8%	-19%	8%	-4%
COc1ccc(CNC(=O)CCC(=O)N2CC3CCCN3c3ccccc32)cc1 (configuration not stated)	8%	-1%	-1%	15%	-7%	0%	-8%
CCOC(=O)c1c(C)oc2ncnc(NCCCN3CCN(c4cc(C)ccc4C)CC3)c12	-8%	1%	0%	-2%	-15%	-7%	5%
O=C(CSc1ccc2nc(-c3ccccc3)cn2n1)Nc1ccccc1	1%	3%	3%	27%	?	3%	?
CCc1ccc(CNC(=O)Cc2ccc(NC(=O)N3CCSc4ncccc43)cc2)cc1	-7%	?	2%	-20%	-15%	2%	-9%
O=C(NCCc1nc2ccccc2n1Cc1c(F)cccc1Cl)c1ccco1	/	0%	1%	-10%	/	-3%	-8%
Cc1ccc2[nH]c(CSc3nnc(NC(=O)COc4ccc(F)cc4)s3)cc(=O)c2c1	10%	1%	-1%	-22%	3%	5%	-7%
Cc1oc2c(cc(NS(=O)(=O)c3ccc(Cl)cc3)c3ccccc32)c1C(=O)OCc1ccccc1	/	0%	-2%	-13%	/	1%	-4%
COC(=O)c1scc(-c2ccc(C)cc2)c1S(=O)(=O)Nc1cc(C)ccc1OC	5%	-1%	0%	-20%	?	1%	-1%
COc1ccccc1N1CCN(c2ncnc3c2nnn3C)CC1	3%	0%	-4%	-5%	-20%	-1%	-4%
COc1ccc(NC(=O)c2noc3c2CSc2ccccc2-3)cc1Cl	4%	-10%	1%	0%	-2%	-5%	6%
Cc1nn(CCC(=O)Nc2ccccc2Br)c(=O)c2nn(-c3ccccc3)c(C)c12	-11%	-1%	-2%	21%	9%	0%	3%
COC(=O)c1ccc2c(=O)n(CCCCCC(=O)NCCc3ccc(Cl)cc3)c(=O)[nH]c2c1	1%	2%	-3%	23%	24%	-1%	-4%
Continued.
SMILES	NTMT1 inhibitor	GALK inhibitor	B2AR arrestin ag	p53null 39C tox	FH mod	PTAP-TSG101 blk	p53null 32C kill
CCS(=O)(=O)c1ncc(Cl)c(C(=O)NCc2ccccc2)n1	-2%	2%	0%	-15%	-19%	1%	?
O=C(O)c1c(-c2ccccc2)oc2ccc(OCc3ccc(Cl)c(Cl)c3)cc12	-15%	?	0%	-86%	?	-14%	-14%
CC(=O)N1CCc2c(sc3c2c(=O)n(-c2ccc(F)cc2)c(=O)n3Cc2ccc(C#N)cc2)C1	?	-3%	5%	-9%	-13%	-5%	4%
COc1ccc(OC)c(NC(=O)Cc2c(C(=O)O)[nH]c3ccc(Cl)cc23)c1	4%	-11%	1%	-20%	-9%	-4%	-17%
O=C(Cn1c(=O)nc(-c2ccccc2)c2ccccc21)NCc1ccc(F)cc1	1%	0%	0%	-12%	7%	-7%	-12%
COc1ccc(NC(=O)C(=O)c2cc(C)n(-c3ccc(C)cc3)c2C)cc1Cl	2%	0%	0%	10%	-6%	-6%	-6%

Only part of the results is shown; count on the stated rates, not on these rows.
